Lipid storage S3 = qHTS Assay for Lipid Storage Modulators in Drosophila S3 Cells. Drosophila S3 cells, BODIPY lipid droplet fluorescence, 18-24 h; cells fed with added oleic acid. lipid storage change, negative = inhibition, % at the top dose, mostly 46.1 µM; hits show Potency in µM. 0.64% of 320,000 active. AID 2685, 2010; active means well fitted inhibition curve with a large enough effect in the signal ratio, with a control signal flat, not every such curve was filed as active; inconclusive means small, poorly fitted or top-dose-only effect, or effect the other way, or a change in a side signal; the % refers to the signal ratio
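Laser-scanning cytometry quantifies lipid droplet accumulation (500–530 nm total intensity; droplet/cell object ratio) in oleic acid-fed (400 uM added) Drosophila S3 cells treated with a concentration series. 20 uM Triacsin C defined 100% inhibition.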
Lipid storage S3 cell count max = recorded beside Lipid storage S3, whose call it bears; cell number change, %; measured here: cell count max response;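 cells counted by Cell Tracker Red CMTPX staining in the red channel; peak over a dose series mostly up to 46.1 µM; percent activity relative to internal control wells on each plate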
Active calls of the source: *; i = inactive; ? = inconclusive; · = no result given. On the % scale 0 is the no-effect control and ±100 the full control effect; potency means the concentration at half of the fitted maximal effect.

Value order: Lipid storage S3 | Lipid storage S3 cell count max
- Cc1csc(NC(=O)CSc2nnc(-c3ccccn3)n2-c2ccc(C)c(C)c2)n1
  20.2% | -18.0
- Cc1ccccc1NC(=O)C1C2CCCC1C2c1ccccc1 (stereo not given)
  ? | ·
- ON1C2CCCCC2N(O)C1c1c(F)c(F)c(F)c(F)c1F (stereo not given)
  19.3% | ·
- CN1CC(=O)N2[C@H](c3ccc4c(c3)OCO4)c3[nH]c4ccccc4c3C[C@@H]2C1=O
  1.8% | 10.1
- Cc1oc(-c2ccccc2F)nc1CS(=O)CC(=O)NCc1ccccc1 (stereo not given)
  i | ·
- CCc1nnc(NS(=O)(=O)c2ccc(NC(=O)c3ccccc3O)cc2)s1
  -0.1% | 5.2
- CCN(CC(=O)NCc1ccc(Cl)cc1)C(=O)/C=C/c1ccco1
  ? | ·
- Cc1ccc(C23CC4CC(CC(C(=O)OCC(=O)N(C)C)(C4)C2)C3)cc1
  8.0% | 4.2
- CSCCC(NS(=O)(=O)c1ccc(C)cc1)C(=O)NCCc1c[nH]c2ccccc12 (stereo not given)
  ? | ·
- COC(=O)c1scc(C)c1NC(=O)c1ccc(Cl)cc1
  10.0% | 9.1
- COc1ccc(-n2cccc2/C=C2/NC(=O)N(c3cccc(Cl)c3)C2=O)cc1
  ? | ·
- COc1cc(F)ccc1S(=O)(=O)N1CCN(c2ccccc2)CC1
  5.3% | -18.2
- O=C1CSC(c2ccccc2[N+](=O)[O-])N1c1ccccc1 (stereo not given)
  ? | ·
- CC(C)c1ccc(NC2CCCN(C(=O)C3=NN(C)C(=O)CC3)C2)cc1 (stereo not given)
  ? | ·
- Cc1ccccc1NC(=O)COc1ccc(Br)cc1C
  ? | ·
- COc1ccc(-n2ncc3c(NCCN4CCOCC4)ncnc32)cc1
  ? | ·
- Cc1ccc(C2=NN(C(=O)CCC(=O)O)C(c3cccs3)C2)cc1 (stereo not given)
  -6.8% | -2.6
- CC(=O)Nc1ccc(NC(=O)c2ccc(Cn3cc(Cl)cn3)cc2)cc1
  7.1% | 9.4
- CCCCC(O)(CCCC)C(=O)NN(C(=O)CCl)c1ccccc1
  ? | ·
- CC1CC(C)CN(CC(=O)NCCc2ccc(S(N)(=O)=O)cc2)C1 (stereo not given)
  ? | ·
- COc1ccc(-c2noc(-c3ccco3)n2)cc1OC
  ? | ·
- CCCc1ccc(C(=O)NNC(=O)c2ccc(Cl)cc2)cc1
  ? | ·
- Brc1c(-c2ccccc2)nc2n1Cc1ccccc1-2
  -10.9% | 29.2
- COc1ccc(CNC(=S)N/N=C/c2ccc(O)c(OC)c2)cc1
  ? | ·
- CCc1ccccc1S(=O)(=O)Cc1ccc(C(=O)NCc2cccs2)o1
  ? | ·
- NC(=O)c1ccccc1N/C=C/C(=O)c1ccccc1
  ? | ·
- COc1ccccc1NC(=O)CCCCC(=O)Nc1ccccc1OC
  -0.2% | -22.6
- CCOC(=O)c1ccccc1NC(=O)c1cccs1
  i | -8.9
- CCc1ccccc1NS(=O)(=O)c1cc2c(cc1C)n(C)c(=O)c(=O)n2C
  ? | ·
- Cc1cc(C(C)(C)C)oc1C(=O)OCC(=O)NC1CCCCC1
  ? | ·
- Cc1ccc(NCC(=O)N/N=C\c2cccc(O)c2)cc1
  ? | ·
- COc1ccc(O[C@@H]2O[C@H](COC(C)=O)[C@@H](OC(C)=O)[C@H](OC(C)=O)[C@H]2NC(C)=O)cc1
  ? | ·
- Cc1ccc(-n2cccc2C(=O)NS(=O)(=O)c2ccc(C)cc2)cc1
  -20.1% | -11.1
- Cc1c(NC(=O)C(C)NCC2CCCO2)c(=O)n(-c2ccccc2)n1C (stereo not given)
  ? | ·
- Cc1cc2nc(-c3ccc4c(c3)CCC4)ccn2n1
  3.0% | -17.5
- Cc1nc(S(=O)(=O)Cc2ccc(Cl)cc2)nc2c1CCC2
  ? | ·
- Cc1c2cnn(-c3ccccc3)c(=O)c2c(C)n1CCCC(=O)N1CCN(c2ncccn2)CC1
  ? | ·
- COc1ccccc1Cn1c(=S)[nH]c2ccc(Br)cc2c1=O
  ? | ·
- CCc1c(C)[nH]c(=S)c(C#N)c1C
  ? | ·
- C/C(N)=C(/C#N)C(=O)CSc1nc2cc(Cl)ccc2c(=O)n1Cc1ccco1
  -18.0% | 3.5
- CCOc1ccc2nc(-c3ccccc3)nc(SCC(=O)OC)c2c1
  ? | ·
- COc1ccc(S(=O)(=O)N2CCN(C(=O)c3cccnc3)CC2)cc1OC
  ? | ·
- COc1ccc(Nc2ccccc2N)cc1
  ? | ·
- Cc1occc1C(=O)N1CCCC(CO)(Cc2ccc(F)cc2F)C1 (stereo not given)
  i | 2.9
- Cc1nn(-c2ccc(F)cc2)c(Cl)c1/C=N/NC(=O)c1ccc(O)cc1
  ? | ·
- O=C(C1CCCO1)N1N=C(c2ccc(Br)cc2)CC1c1ccco1 (stereo not given)
  ? | ·
- CCOc1ccc(N2C(=O)C3C(c4ccc(O)cc4)NC(CCSC)(C(=O)OC)C3C2=O)cc1 (stereo not given)
  ? | ·
- CCN(CC)S(=O)(=O)c1cccc(NC(=O)COC(=O)c2ccc(Br)o2)c1
  ? | ·
- NS(=O)(=O)c1ccc(CCNC(=O)C2CCCCN2S(=O)(=O)c2ccccc2)cc1 (stereo not given)
  -2.6% | 8.3
- CCCCSc1nnc(-c2ccccc2)c2ccccc12
  -19.1% | -13.9
- Cc1ccc(NC(=O)CCC(=O)NCCO)cc1
  ? | ·
- COc1ccc(OCc2cc(C(=O)N(C)C(C)c3ccon3)no2)c(Cl)c1 (stereo not given)
  i | -10.0
- O=C(c1cc2c(s1)-c1ccccc1OC2)N1CCc2ccccc2C1
  ? | ·
- COC(=O)C1=COC(OC2OC(CO)C(O)C(O)C2O)C2C1C=CC2(O)CO (stereo not given)
  -13.7% | -10.9
- CCCCOc1ccc(-c2ncc(C(=O)OCC)c(N)n2)cc1
  i | -16.8
- COc1cccc(C2CC(c3c(-c4ccccc4)c4cc(Cl)ccc4[nH]c3=O)=NN2S(C)(=O)=O)c1OC (stereo not given)
  ? | ·
- COCCSc1ccccc1C(=O)N1CCN(c2ccccc2)CC1
  10.5% | 0.2
- Cn1c(C(=O)O)ccc1S(=O)(=O)N(Cc1ccccc1)Cc1ccccc1
  ? | ·
- Nc1nc(-c2ccc3c(c2)CCC(=O)N3)cs1
  ? | ·
- CCS(=O)(=O)N1Cc2ccccc2CC1C(=O)Nc1nnc(C2CC2)s1 (stereo not given)
  10.2% | 5.6

(more compounds)
structure | Lipid storage S3 | Lipid storage S3 cell count max
CCCc1ccc(C(=O)N2CCN(c3ccccc3OCC)CC2)cc1 | ? | ·
COc1cccc(C2C(C(C)=O)=C(C)Nc3ncnn32)c1 (stereo not given) | ? | ·
Cc1ccc(CNC(=O)CCC(=O)c2cccs2)cc1 | ? | ·
CCOc1cccc(CN(CC)CC2CCCN(CCc3cccc(OC)c3)C2)c1O (stereo not given) | -2.1% | -7.0
Cc1ccc(NC(=O)Cn2sc3nc(C)cc(C)c3c2=O)c(Cl)c1 | ? | ·
CCOC(=O)c1ccc(S(=O)(=O)Nc2nc3cc(S(=O)(=O)NC4=NCCCCC4)ccc3s2)cc1 | ? | ·
CN(C(=O)COc1ccccc1)c1nnc(-c2cccnc2)s1 | i | 0.1
CCOC(=O)c1cc(NC(=O)SCC(=O)O)c(C)nc1C | ? | ·
C[C@@H](C(=O)N1CCN(Cc2ccc3c(c2)OCO3)CC1)n1nnc2ccccc2c1=O | i | -6.1
Cn1c(CNC(=O)c2ccc3c(c2)OCO3)nnc1SCC(=O)Nc1ccc(F)cc1F | ? | ·
Cc1ccc(N(CC(=O)NC2CC3CCC2C3)S(C)(=O)=O)cc1C (stereo not given) | ? | ·
COc1ccc(S(=O)(=O)Nc2ccc(F)cc2)c(C)c1C | ? | ·
CCc1nn2c(N(C)CCO)cc(C)nc2c1-c1ccc(F)cc1 | 7.3% | 9.4
Cn1c(Oc2ccccc2)c(C=O)c2ccccc21 | 27.4% | 8.2
Cc1ccc(-c2nnc(Nc3ccc4c(c3)OCO4)c3ccccc23)cc1S(=O)(=O)NC(C)C | ? | ·

Reprinted from the part before: two entries; new compounds follow.
structure | Lipid storage S3 | Lipid storage S3 cell count max
Cn1c(Oc2ccccc2)c(C=O)c2ccccc21 | 27.4% | 8.2
Cc1ccc(-c2nnc(Nc3ccc4c(c3)OCO4)c3ccccc23)cc1S(=O)(=O)NC(C)C | ? | ·
O=C(/C=C/c1cccc([N+](=O)[O-])c1)NCc1ccccc1 | ? | ·
c1ccc(N2CCN(c3ncccn3)CC2)cc1 | -29.3% | -7.6
CC(C)C[C@H](NC(=O)N1CCn2c1nc1ccccc12)C(=O)NCC1CCCO1 (stereo not given in full) | ? | ·
CC1CN(C(=O)C(Sc2ccccc2)c2ccccc2)CC(C)O1 (stereo not given) | 4.4% | -7.1
COC(=O)c1[nH]nc(C(=O)OC(C)(C)C)c1-c1ccccc1 | ? | ·
Clc1nc(NC2CCCC2)nc(N2CCOCC2)n1 | 21.1% | 19.3
Cc1cc(C)c(C#N)c(SCc2ccccc2C)n1 | ? | ·
COc1cc(N)c(Cl)cc1C(=O)OCC(=O)Nc1cccnc1Cl | ? | ·
COC(=O)c1ccc(C(=O)OC)c(NC(=O)CS(=O)(=O)Cc2ccccc2)c1 | ? | ·
CC1(C)Cc2c(c(-c3ccccc3)[nH]c(=O)c2C#N)CO1 | 20.5% | -1.5
O=C1c2ccccc2C(=O)N1Cc1ccc2c(c1)OCO2 | ? | ·
O=C(NCCN1CCOCC1)C(=O)NCC1OCCN1S(=O)(=O)c1cc(F)ccc1F (stereo not given) | ? | ·
FC(F)(F)c1cccc(OCc2noc(-c3ccsc3)n2)c1 | 10.3% | 8.8
CCC(C)(C)NC(=O)C(C(C)C)N(CC1CCCO1)C(=O)CNS(=O)(=O)c1ccc(F)cc1 (stereo not given) | ? | ·
CCOC(=O)N1CCC(N(CCN(C)C)C(=S)Nc2ccccc2C)CC1 | 12.9% | 13.5

Whole records as entered above. Order of values: Lipid storage S3 | Lipid storage S3 cell count max
`CCc1ccccc1S(=O)(=O)Cc1ccc(C(=O)NCc2cccs2)o1` across the screens: ? | ·
`O=C(/C=C/c1cccc([N+](=O)[O-])c1)NCc1ccccc1` across the screens: ? | ·
`COc1ccc(-n2cccc2/C=C2/NC(=O)N(c3cccc(Cl)c3)C2=O)cc1` across the screens: ? | ·
`Cc1ccc(NC(=O)CCC(=O)NCCO)cc1` across the screens: ? | ·
`COC(=O)c1ccc(C(=O)OC)c(NC(=O)CS(=O)(=O)Cc2ccccc2)c1` across the screens: ? | ·

Two entries drawn at random from those above, as already listed:
structure | Lipid storage S3 | Lipid storage S3 cell count max
Cc1ccccc1NC(=O)COc1ccc(Br)cc1C | ? | ·
COc1ccc(-n2cccc2/C=C2/NC(=O)N(c3cccc(Cl)c3)C2=O)cc1 | ? | ·

The results go on:
structure | Lipid storage S3 | Lipid storage S3 cell count max
CNS(=O)(=O)c1cnccc1N1CCN(c2cccc(C(F)(F)F)c2)CC1 | 0.3% | 14.9
COc1cccc(/C=N/Nc2ncccc2[N+](=O)[O-])c1OC | ? | ·
CSc1ccccc1NC(=S)NC1CCCC1 | ? | ·
CCOC(=O)CC1C(=O)NCCN1Cc1cccs1 (stereo not given) | ? | ·
C/C(=N\NC(=O)C(C)n1nc(C)c([N+](=O)[O-])c1C)c1ccccc1O (stereo not given) | ? | ·
C[C@H]1CC[C@H]2C(=O)N[C@H](Cc3ccccc3)C(=O)N2[C@@H]1c1ccccc1 | ? | ·
OC/C(Br)=C(\Br)CO | ? | ·
CCCCn1c(=O)[nH]c(=O)c2c1nc(-c1cc3c(cc1Br)OCO3)n2C | 15.7% | -8.3
Cc1cc(OC(C)C(=O)NCc2ccncc2)c2c(C)c(C)c(=O)oc2c1 (stereo not given) | 6.0% | 8.2
Cc1csc(NC(=O)C2CCCN(S(=O)(=O)c3ccc4c(c3)oc(=O)n4C)C2)n1 (stereo not given) | ? | ·
COC(=O)C(C)(C(=O)OC)c1ccc(C(F)(F)F)cc1[N+](=O)[O-] | ? | ·
O=C(Nc1ccc(F)cc1F)c1cccc(C(=O)Nc2ccc(F)cc2F)n1 | ? | ·
COc1ccc(OC)c(-n2c(-c3ccc(O)cc3O)n[nH]c2=S)c1 | -2.6% | -3.5
CCOc1ccccc1C(=O)NCC(=O)Nc1ccc2c(c1)OCO2 | ? | ·
O=C(CNC(=O)c1cccc([N+](=O)[O-])c1)NC1CCCc2ccccc21 (stereo not given) | ? | ·
O=C(O)c1cccc(N2C(=O)CCC2=O)c1 | -13.0% | -26.0
Cc1cc(C)n(-c2nc(C)nc3sc4c(c23)CCC(C)C4)n1 (stereo not given) | i | ·
CCC(=O)Oc1ccc(C(=O)Nc2c[nH]c(=O)[nH]c2=O)cc1 | -8.8% | -0.5
O=C(COC(=O)c1cc(NS(=O)(=O)c2cccs2)ccc1O)Nc1cc(Cl)ccc1Cl | ? | ·
Cc1cccc(C(=O)Nc2nnc(S(=O)(=O)N3CCCCCC3)s2)c1 | i | 12.9

Assay outcomes deposited in PubChem BioAssay by National Center for Advancing Translational Sciences (NCATS).

Not all compounds are listed. The share of hits here may be higher or lower than overall.
